Compound activity: PubChem, National Center for Advancing Translational Sciences (NCATS)
Menin MLL FP TR: displaces Texas Red mutant MLL peptide from human menin; O00255; Menin + Texas Red MLL mutant peptide, fluorescence polarization; Potency, µM (doses to about 61.6 µM), inactives show at the highest dose FP activity change, negative = inhibition, usual class: inhibitors; 0.23% of 270,000 active; AID 1768; active = well fitted inhibition curve with a large enough effect in the polarisation, with a control signal flat, not every such curve was filed as active; inconclusive = small, poorly fitted or top-dose-only effect, or effect the other way, or a change in a side signal; inactive = no such curve, though single readings can be large or run the other way; the % refers to the polarisation; note: potency is the fitted concentration of half-maximal effect; % of control where 0% means no effect; many of its hits are not listed in these tables
PKM2 act: activators of human pyruvate kinase M2; 0.34% of 260,000 active; purified PKM2, Kinase-Glo ATP luminescence, activation; response scale: 0% is enzyme alone, no compound; Potency, µM (series often up to 57.5 µM), for the others: at the highest dose activation, hits mostly activators; P14618; note: potency is the fitted concentration of half-maximal effect; % is set by controls: 0 for no effect and ±100 for the full control effect; nearly all actives have a fitted effect of over 55% in size
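hPK-M2, >95% pure; 0.1 mM ADP / 0.5 mM PEP final; imidazole pH7.2 buffer w/ 7 mM MgCl2, 50 mM KCl; 1 h RT; Kinase-Glo lum. Intermediate enzyme activity for dual inhibitor/activator qHTS.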
MBNL1 CUG block: inhibitors of human MBNL1 binding to CUG repeat RNA | Q9NR56 | 0.036% of 280,000 active | Potency, µM (highest dose often 57.5 µM), for the others: at the highest dose activity change, negative = inhibition, hits mostly inhibitors | AID 2675 | TR-FRET MBNL1-His/biotin-(CUG)12 binding, 665/545 ratio; active = well fitted inhibition curve with a large enough effect in the signal ratio, with a control signal flat, not every such curve was filed as active; inconclusive = small, poorly fitted or top-dose-only effect, or effect the other way, or a change in a side signal; inactive = no such curve, though single readings can be large or run the other way; the % refers to the signal ratio; note: potency is the fitted concentration of half-maximal effect; % is set by controls: 0 for no effect and ±100 for the full control effect
Target sequence (Q9NR56 whole entry, looked up): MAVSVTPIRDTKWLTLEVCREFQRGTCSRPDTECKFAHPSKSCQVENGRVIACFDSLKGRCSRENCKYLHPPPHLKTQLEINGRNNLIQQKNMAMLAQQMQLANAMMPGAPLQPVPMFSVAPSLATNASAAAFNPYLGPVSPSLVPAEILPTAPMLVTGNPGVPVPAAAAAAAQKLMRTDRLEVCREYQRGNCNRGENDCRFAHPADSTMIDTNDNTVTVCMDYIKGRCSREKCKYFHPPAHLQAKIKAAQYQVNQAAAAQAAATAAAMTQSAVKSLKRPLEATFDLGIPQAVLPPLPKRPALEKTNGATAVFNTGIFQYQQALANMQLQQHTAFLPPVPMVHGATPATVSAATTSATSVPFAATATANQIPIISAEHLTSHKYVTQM
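TR-FRET between His-tagged MBNL1 and biotin-(CUG)12 RNA, detected with Tb anti-His antibody (0.055 ng/ul) and streptavidin-XL665 (5 nM), 60 min at room temperature. Compounds titrated 92 nM to 58 uM; 665/545 nm ratio normalized to buffer and complex controls.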
VP16 counter: counter-screen for ROR gamma inhibitors: Gal4-VP16 reporter. Drosophila S2 Gal4-VP16 UAS-luciferase, luminescence, 20 h. Potency, µM (highest dose often 53.6 µM), for inactives: at the top dose activity, negative = inhibition, usual class: inhibitors. 3.5% of 310,000 active. AID 2546;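 note: Gal4-VP16 expression switched on by copper sulfate through the metallothionein promoter; potency is the fitted concentration of half-maximal effect; % is set by controls: 0 for no effect and ±100 for the full control effect; nearly all actives have a fitted effect of over 50% in size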
ELG1 DNA repair: blocks ELG1-dependent DNA repair in HEK293T cells. HEK293T ELG1-luciferase reporter, luminescence, 16 h; DNA damage induced by 5-fluorouridine. Potency, µM (series often up to 46.1 µM), without a hit: at the top dose activity change, negative = inhibition, actives largely listed as inhibitors. 2.3% of 330,000 active; note: potency is the fitted concentration of half-maximal effect; % is set by controls: 0 for no effect and ±100 for the full control effect; nearly all actives have a fitted effect of over 55% in size
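HEK293T cells expressing luciferase-tagged ELG1 (2,000/well) received 5-Fluorouridine plus compound or DMSO for 16 hr at 37 °C. Luciferase was read by ONE-Glo luminescence after 30 min at room temperature.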
FLuc counter: counter-screen for miR-21 project: firefly luciferase inhibitors or activators; P08659; purified FLuc, Km substrates, luminescence inhibition; Potency, µM (doses to about 57.5 µM), for inactives: at the highest dose activity change, negative = inhibition, usual class: inhibitors; 6.9% of 360,000 active; AID 588342;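 note: potency is the fitted concentration of half-maximal effect; plate controls were vehicle for no effect and reference inhibitor for full effect; nearly all actives have a fitted effect of over 55% in size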
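Purified P. pyralis luciferase (10nM final) with 10uM D-luciferin and 10uM ATP (Km levels) in 50mM Tris acetate pH 7.5, 10mM Mg acetate, 0.01% Tween-20, 0.05% BSA; qHTS 6-point titration, ~60 µM downward; luminescence read.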
Rab9 promoter act: activates the Rab9 promoter. Huh7 Rab9 promoter-luciferase reporter, luminescence, 24 h. 2.8% of 320,000 active. Potency, µM (top dose mostly 9.22 µM), for the others: at the highest dose activation, negative = inhibition, usual class: activators; note: potency is the fitted concentration of half-maximal effect; % of control where 0% means no effect; nearly all actives have a fitted effect of over 60% in size
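Huh7 cells stably carrying a Rab9 promoter-luciferase reporter, 1500 cells per well in OP-MEM I with 10% FBS, treated with compound 24 hours at 37C. Luciferase activity read by luminescence after 10 minutes with Amplite reagent.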
Mito fusion act: inhibitors of mitochondrial division or activators of mitochondrial fusion | Potency, µM (series often up to 46.1 µM), for the others: top-dose growth rescue (activation), hits mostly activators | 0.23% of 320,000 active | S. cerevisiae fusion-defective mutant growth rescue, CellTiterGlo 48 h;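 note: potency is the fitted concentration of half-maximal effect; % of control where 0% means no effect; nearly all actives have a fitted effect of over 45% in size; temperature-sensitive fusion mutants such as fzo1-1 at 37 °C on non-fermentable ethanol glycerol medium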
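Yeast fusion mutant, YPEG (non-fermentable carbon), compound, 48 h at 37C non-permissive; CellTiterGlo added, 10 min RT, luminescence read. Rescued growth = division inhibition.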
NPC1 promoter act: NPC1 promoter activation. 2.4% of 320,000 active. Potency, µM (titrated, usually from 9.22 µM), for inactives: top-dose activation, hits mostly activators. Huh7 NPC1 promoter luciferase reporter, 24 h;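 note: potency is the fitted concentration of half-maximal effect; % of control where 0% means no effect; nearly all actives have a fitted effect of over 60% in size; reporter is driven by a mutant NPC1 promoter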
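Huh7 cells stably carrying NPC1 promoter–luciferase, plated in Opti-MEM with 10% FBS for 2 h, were exposed to compound in DMSO for 24 h at 37 °C; luciferase reagent was added for 10 min and luminescence read.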
KCNH2 3.1 block: inhibitors of human KCNH2 3.1 potassium channel isoform; U2OS KCNH2 3.1, thallium flux FluxOr; hits give low values; activity change, % (tested at about 1.8 µM); 0.95% of 340,000 active;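 active = maximum activity change below -70%; inconclusive = maximum activity change from -70% to -50%; inactive = maximum activity change above -50%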;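 note: thallium influx rate constant from kinetic fluorescence after stimulation buffer; % is set by controls: 0 for no effect and ±100 for the full control effect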
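Virally transduced U2OS (3.1 isoform, 4 h infection in dark at RT) → overnight 37 C → FluxOr + Red40 in HBSS/HEPES, 45 min → stimulation buffer, 2 min kinetic read → rate constant vs DMSO controls.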
RORgamma inh: inhibitors of mouse ROR gamma transcriptional activity; P51450; Drosophila S2 Gal4-RORgamma UAS-luciferase reporter, 20 h; Potency, µM (titrated, usually from 53.6 µM), for the others: top-dose activity change, negative = inhibition, usual class: inhibitors; 5.4% of 310,000 active; note: potency is the fitted concentration of half-maximal effect; % is set by controls: 0 for no effect and ±100 for the full control effect; nearly all actives have a fitted effect of over 60% in size
Target sequence (P51450 whole entry, looked up, the tested form may be a part): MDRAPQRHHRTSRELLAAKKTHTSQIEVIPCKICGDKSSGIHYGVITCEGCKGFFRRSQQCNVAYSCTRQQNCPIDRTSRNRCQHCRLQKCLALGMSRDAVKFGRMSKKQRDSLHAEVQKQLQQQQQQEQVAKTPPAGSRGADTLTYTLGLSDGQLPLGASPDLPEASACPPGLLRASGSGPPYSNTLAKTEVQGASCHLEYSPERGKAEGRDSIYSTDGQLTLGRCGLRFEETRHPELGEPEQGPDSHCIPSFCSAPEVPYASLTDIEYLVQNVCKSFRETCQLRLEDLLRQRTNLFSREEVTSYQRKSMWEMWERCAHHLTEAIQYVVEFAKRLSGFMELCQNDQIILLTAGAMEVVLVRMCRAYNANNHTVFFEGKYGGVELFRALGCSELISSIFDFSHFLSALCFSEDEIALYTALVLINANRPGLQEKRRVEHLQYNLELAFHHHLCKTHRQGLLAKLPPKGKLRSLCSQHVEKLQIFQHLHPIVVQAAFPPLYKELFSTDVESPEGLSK
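ROR gamma transcriptional activity was tracked as Gal4-UAS luciferase output in stably transfected Drosophila Schneider cells, with compound added 1 hr before 700 uM copper sulfate induction and a 20 hr ambient-temperature incubation.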
Starred values were filed as active, the others as inactive; ? = inconclusive; . = not tested or not shown; & = joins results of further samples; [ ] = dose if it differs, or a comment. Unless noted, calls come from the whole dose curve; as a rule, active = well fitted curve in the direction sought with a large enough effect; inconclusive = small, poorly fitted or top-dose-only effect, or another doubt; inactive = no such curve, though single readings can be large; an effect the other way counts as inactive or inconclusive. These rows are one share of the data, so the mix of outcomes need not match the whole.

Results follow in this order: Menin MLL FP TR	PKM2 act	MBNL1 CUG block	VP16 counter	ELG1 DNA repair	FLuc counter	Rab9 promoter act	Mito fusion act	NPC1 promoter act	KCNH2 3.1 block	RORgamma inh
- CCCCCCn1c(=O)c(C(=O)Nc2ncccc2O)c(O)c2ccccc21
 : ?	0%	-1%	8%	?	3%	-15%	1%	-17%	-11	?
- COc1ccc(-n2c(C)nc3cc(C(=O)N4CCC5(CC4)OCCO5)ccc32)cc1
 : 2%	-7%	5%	.	-3%	1%	-2%	-5%	-6%	-4	-13%[0.365 µM]
- CCCn1cc2c3c(cccc31)C1CC(C)CN(C)C1C2 (stereo not given)
 : ?	-3%	-9%	4%	4%	?	-5%	-15%	-6%	.	-31%
- COc1ccc(OC)c(-n2c(O)c(C=Nc3c(C)n(C)n(-c4ccccc4)c3=O)c(=O)[nH]c2=S)c1
 : .	16%	-12%	-2%	-10%	-2%	1%	-1%	1%	-6	5%
- C=CCn1c(O)c(C(CC)=NCc2cc(OC)cc(OC)c2)c(=O)[nH]c1=O
 : -4%	2%	?	-6%	?	-5%	-2%	-12%	-4%	8	-29%
- COc1ccc(OC)c(-n2c(O)c(C=NCc3ccc4c(c3)OCO4)c(=O)[nH]c2=O)c1
 : 4%	0%	5%	-4%	2%	5%	6%	3%	11%	5	12%[10 µM]
- Cc1ccc(CSCCNS(=O)(=O)c2ccc([N+](=O)[O-])cc2)cc1
 : ?	-1%	?	-26%	5%	-3%	1%	21%	2%	-32	21%
- O=C1NC(=O)C2(Cc3ccccc3N3CCCC32)C(=O)N1Cc1ccccc1 (stereo not given)
 : 14%	5%	-5%	2%	1%	4%	2%	-8%	-2%	-5	-21%
- O=C(Oc1ccc(-c2nnco2)cc1)N1CCCCC1
 : ?	-2%	-5%	2%	?	7%[2.3 µM]	22%	2%	8%	11	38%
- Cc1ccc(CSc2ncccc2C(=O)O)cc1
 : 10%	0%	-4%	4%	?	17µM*	1%	-4%	-1%	-10	2%
- c1cc2c(cc1CN1CCNCC1)OCO2
 : -8%	.	9%	-6%	-4%	8%	-6%	-1%	-8%	-4	2%
- NCCCP(=O)(O)CCc1ccccc1
 : 1%	3%	6%	-3%	5%	3%	0%	-2%	0%	13	-9%
- c1ccc(CNCCc2ccc3c(c2)OCO3)nc1
 : -20%	0%	-5%	4%	10%	8%	-2%	-3%	0%	11	3%
- CCOC(=O)C1(c2ccccc2)CCN(CC(=O)Nc2ccc(C)cc2)CC1
 : ?	0%	-2%	-12%	-1%	-2%	-3%	3%	2%	5	-6%
- N#Cc1ccc(NC(=O)CN2C(=O)NC3(CCCC3)C2=O)cc1Cl
 : 17%	-2%	-2%	-1%	?	2%	-4%	-2%	-3%	6	-1%
- Clc1ccc2c(c1)C(c1ccccc1Cl)=NCc1nnc(Br)n1-2
 : -15%	-8%	25µM*	-4%	6%	-9%	1%	2%	-2%	-3	1%
- CC(=O)NC(Cc1ccc(N(CCCl)CCCl)cc1)C(=O)NC(C(=O)O)C(C)C (stereo not given)
 : -1%	3%	4%	-3%	6%	4%	-6%	-3%	-3%	4	0%
- O=S(=O)(c1ccc(Cl)cc1)N1CCCCC1c1cccnc1 (stereo not given)
 : -20%	.	-5%	-9%	-2%	4%	0%	0%	3%	28	21%
- COC(=O)C1=C(c2ccc(F)cc2OCc2ccccc2)C[C@@H]2CC[C@H]1N2C(=O)NCCOc1ccccc1Cl
 : .	.	.	.	-27%	1%	-5%	27%	-3%	?	.
- Cc1ccccc1N(CC(=O)NC1CCCC1)C(=O)c1csnn1
 : 10%	?	-2%	2%	-7%	1%	5%	-4%	-2%	11	-12%
- CN1CCN(Cc2c(F)cccc2Cl)CC1
 : 1%	3%	-9%	-2%	0%	-2%	0%	1%	3%	-11	-42%
- CC(C)CC1C(C#N)=C(N)Oc2c1c(=O)oc1ccccc21 (stereo not given)
 : 1%	-1%	-13%	3%	-1%	6%	0%	0%	-1%	4	-12%
- Fc1ccccc1N1CCN(Cc2c(F)cccc2F)CC1
 : 2%	-5%	-6%	-4%	7%	-1%	-8%	-11%	-2%	25	24%
- CCC1CO/C(=C(\C(Cl)=C(Cl)Cl)[N+](=O)[O-])N1Cc1ccc(Cl)nc1 (stereo not given)
 : 3%	.	-4%	1%	-10%	-3%	1%	-6%	-6%	-5	-14%
- CCOC(=O)c1ccc(NC(=O)c2c(O)[nH]c(=O)[nH]c2=O)cc1
 : ?	-2%	23%	-18%	6%	-9%	-4%	-1%	-4%	-4	0%
- CCC(=O)Nc1cc(C(=O)N2CCC3(CC2)OCCO3)ccc1S(=O)(=O)c1ccc(C)cc1
 : 6%	-5%	8%	-5%	-5%	0%	-4%	-4%	-1%	0	27%
- CCC1(C)OC(c2ccccc2)=C/C(=C/C=C2C(=O)NC(=O)NC2=O)O1 (stereo not given)
 : ?	-24%	.	4%	0%	?	0%	-5%	-13%	19	-29%
- N#Cc1ccc(NC(=O)CN2CCCC2)cc1Cl
 : -1%	-3%	-9%	-5%	0%	1%	-4%	5%	-2%	-4	-2%
- CN1C(=O)C(=Cc2sc(=O)n(-c3ccccc3)c2N(C)C)C(=O)N(C)C1=O
 : .	-2%	21%	-7%	?	0%	-2%	-1%	-2%	0	-28%
- Cc1cc(/C=C2\C(=O)NC(=O)N(c3ccc(F)cc3)C2=O)c(C)n1-c1cccc(C(=O)O)c1
 : 10%	9%	-7%	0%	5%	?	-6%	0%	0%	-9	-18%
- Cc1nccc2c1[nH]c1ccc(Br)cc12
 : .	.	.	.	-7%	1%	-2%	-8%	-1%	-7	.
- c1ccc2sc(N3CCNCC3)nc2c1
 : 0%	-1%	-1%	-2%	5%	2%	1%	5%	0%	-48	0%
- Cc1ccc(-n2c(O)c(C=N)c(=O)n(-c3ccc(C)cc3)c2=O)cc1
 : -11%	2%	-4%	-2%	3%	-1%	-2%	-6%	-2%	9	16%
- C[C@]12CCC(=O)C=C1CC[C@@H]1[C@@H]2CC[C@@]2(C)[C@H]1CC[C@]2(C)O
 : 1%&-6%	0%	-5%	6%&8%&2%	.	0%	-6%	0%	-3%	-7	14%&14%&-2%
- COc1ccccc1OCCCn1cc(C(=O)C2CC2)c2ccccc21
 : 6%	-4%	4%	2%	?	?	-9%	?	-2%	-2	21%
- CCCCCn1c(=O)c(C(=O)Nc2cccc(C)n2)c(O)c2ccccc21
 : ?	10%	3%	4%	18%	-3%	-2%	0%	4%	-5	25%[1.91 µM]
- CC(C)c1ccc(NC(=O)N2C[C@H]3C[C@@H](C2)c2cccc(=O)n2C3)cc1
 : 11%	-6%	0%	-14%	?	-7%	-3%	5%	1%	6	-8%
- COc1ccc(CNCCc2ccc3c(c2)OCO3)c(OC)c1OC
 : ?	.	-3%	-8%	-12%	1%	-4%	-4%	-2%	-12	6%

Fetched by compound from the entries so far (2):
Results follow in this order: Menin MLL FP TR	PKM2 act	MBNL1 CUG block	VP16 counter	ELG1 DNA repair	FLuc counter	Rab9 promoter act	Mito fusion act	NPC1 promoter act	KCNH2 3.1 block	RORgamma inh
- c1ccc2sc(N3CCNCC3)nc2c1
 : 0%	-1%	-1%	-2%	5%	2%	1%	5%	0%	-48	0%
- Cc1nccc2c1[nH]c1ccc(Br)cc12
 : .	.	.	.	-7%	1%	-2%	-8%	-1%	-7	.
